# RAD54 branch – inhibitors of human RAD54 branch migration, primary screen, biochemical, fluorescence, single point. AID 602329, 2012. RAD54 Holliday junction branch migration, FAM/BHQ fluorescence. inhibition, % at 10.4 µM. 0.14% of 360,000 active;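 active means mean normalized replicate activity at least 40 and at least half of replicates scoring 40 or more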;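 further: 0% = median of neutral control wells and 100% = median of positive control wells; inhibitors cause a drop in the FAM fluorescence signal; in these data hits start at about 50%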
# Target sequence (Q92698 whole entry, looked up): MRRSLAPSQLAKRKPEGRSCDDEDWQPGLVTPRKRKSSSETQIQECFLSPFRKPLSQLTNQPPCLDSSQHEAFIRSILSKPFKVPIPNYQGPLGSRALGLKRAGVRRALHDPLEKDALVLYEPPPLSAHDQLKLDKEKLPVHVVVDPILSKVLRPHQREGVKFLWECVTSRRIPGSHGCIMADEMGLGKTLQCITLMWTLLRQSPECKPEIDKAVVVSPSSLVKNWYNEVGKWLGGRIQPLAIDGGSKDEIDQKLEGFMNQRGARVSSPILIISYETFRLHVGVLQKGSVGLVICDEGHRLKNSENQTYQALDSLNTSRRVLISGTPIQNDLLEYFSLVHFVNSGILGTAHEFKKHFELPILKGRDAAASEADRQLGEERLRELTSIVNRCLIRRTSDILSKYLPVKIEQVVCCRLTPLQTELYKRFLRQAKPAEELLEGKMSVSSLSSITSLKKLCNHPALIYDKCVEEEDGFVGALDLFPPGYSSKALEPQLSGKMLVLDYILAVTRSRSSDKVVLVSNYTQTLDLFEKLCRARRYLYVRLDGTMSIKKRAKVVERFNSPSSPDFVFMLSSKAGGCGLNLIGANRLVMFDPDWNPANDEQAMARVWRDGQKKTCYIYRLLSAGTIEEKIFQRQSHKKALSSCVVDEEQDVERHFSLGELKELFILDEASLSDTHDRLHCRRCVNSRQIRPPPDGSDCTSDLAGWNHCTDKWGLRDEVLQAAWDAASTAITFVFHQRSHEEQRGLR
# GSIS activator – GLuc luminescence reporter in INS-1E cells, primary screen for activators of glucose-dependent secretion of insulin. INS-1E GLuc reporter insulin secretion, 2-3 h. activation, % at 16.6 µM. 0.61% of 370,000 active. AID 743287, 2014;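 active means lowest replicate activation of at least 40%, so every replicate reaches that level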;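 further: 0% = median of neutral control wells and 100% = median of IBMX positive control wells; some compounds called inactive have numbers as strong as hits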
# ERAP1 HTS inh – human ERAP1 aminopeptidase inhibitors, primary screen, biochemical, single point, plate reader. Endoplasmic reticulum aminopeptidase 1 (Homo sapiens), Q9NZ08. recombinant ERAP1, Leu-AMC fluorescence, 60 min. inhibition, % at 10.7 µM. 0.15% of 340,000 active;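 active means mean replicate inhibition of at least 30%, or all replicates individually reaching that 30% level; inactive means mean below 30% and not every replicate reaching it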;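 further: 0% = neutral control wells and 100% = L-leucinethiol positive control wells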
# ARNT TACC3 PPI – disruptors of ARNT/TACC3 protein interaction, primary screen, biochemical, AlphaScreen, single concentration | Transforming acidic coiled-coil-containing protein 3 (Homo sapiens), Q9Y6A5 | AlphaScreen His-ARNT PAS-B/GST-TACC3 binding, luminescence; TACC3 fragment carries E629A point mutation | inhibition, % at 9.99 µM | 0.66% of 390,000 active | AID 623870, 2012;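 active means mean inhibition of replicates at least 50% and at least half of replicates each reaching 50%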;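 further: 0% = complete ARNT plus TACC3 wells and 100% = ARNT alone without TACC3; many hits fall short of the cut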
# XiGFP reactiv – activators of inactive X chromosome reactivation, primary screen, imaging, XiGFP fibroblasts, GFP high-content imaging, set 2. 0.055% of 360,000 active. AID 743238, 2013. activation, % at 7.58 µM. XiGFP mouse fibroblasts, % GFP-positive cells imaging, 3 d; cells co-treated with 5-aza-dC sensitizer; scaled so ellipticine positive control = 100%;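 active means mean normalized replicate activation at least 10% and every replicate at or above 10%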;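 further: 0% = median of on-plate neutral control wells and 100% = ellipticine 6 µM median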
#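 Assay system: SV40-immortalized XiGFP fibroblast cells, line 68-5-11; buffer or medium: DMEM plus 5-aza-dC sensitizer; compound: one concentration, pinned; timing: compounds 3 days, fix/stain 15 min at room temperature; benchmarks: positive control ellipticine, 6 µM final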
# RAD52 anneal inh – RAD52 DNA annealing inhibitors, primary screen, biochemical, FRET, single point, set 2. DNA repair protein RAD52 homolog (Homo sapiens), P43351. recombinant RAD52 DNA annealing, FRET fluorescence. inhibition, % at 18.7 µM. 0.46% of 360,000 active;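 active means every replicate showing at least 50% inhibition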
# CFTR F508del cor – F508del CFTR correction, initial screen, CFBE line, single point; AID 720511, 2013; activity (quench increase), % at 7.58 µM; 0.36% of 350,000 active; CFBE cells, YFP halide quenching; stimulated with forskolin plus potentiator P3; % fluorescence drop versus neutral controls;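 active means mean added fluorescence quench of at least 8% versus neutral control, with both replicates also reaching 8%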;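 further: cells transiently co-express mutant CFTR-F508del with the halide-sensitive YFP; corrector assay measuring rescue of mutant channel to the surface after 24 h compound exposure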
# esBAF inh – Bmi1 luciferase reporter increase in mESCs, primary screen, esBAF inhibitor project, mouse ES cells, Bmi1 luciferase knock-in, single point. 24 h; 100% = twice the neutral-well signal. reporter increase, % at 12.5 µM. 2% of 350,000 active. AID 602393, 2012; in the data active means activation above about 40%;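 further: 0% = median of the plate's neutral control wells and 100% = double that signal; a rise in the Bmi1 reporter signal indicates esBAF inhibition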
# The depositor's hits bear a star; x = not tested or not shown; & = joins results of further samples.
SMILES,RAD54 branch,GSIS activator,ERAP1 HTS inh,ARNT TACC3 PPI,XiGFP reactiv,RAD52 anneal inh,CFTR F508del cor,esBAF inh
CCc1cc2c(=O)c(-c3ccc(F)cc3)c(C)oc2cc1OCC(=O)O,2.3,10.1,-1.1,-20.1,0.0,-10.8,-3.1,3.1
COc1cccc(S(=O)(=O)N2C[C@H](O)COC[C@H]3O[C@@H](CC(=O)N4CCN(C)CC4)CC[C@@H]32)c1,4.2,3.6&-0.3,1.8&-3.4,-1.6,-0.1&-0.1,0.1&-10.4,1.3&0.5,-0.8
C[C@H](CO)N1C[C@H](C)[C@@H](CN(C)CC2CC2)Oc2c(NC(=O)c3cnccn3)cccc2C1=O,0.7,9.6,0.4,8.5,0.2,-21.1,4.4,3.7
Cc1csc(Nc2ccccc2)[n+]1C,0.4,-6.3,3.3,3.8,0.0,0.3,0.7,15.1
CCN(CC)S(=O)(=O)c1ccc(OCC(=O)NCc2ccco2)cc1,-0.4,5.0,x,20.2,-0.2,-14.6,0.5,1.1
O=C(CCC(=O)Nc1ccccc1)NNC(=O)CCc1ccccc1,-2.1,4.9,8.2,-13.4,0.0,-13.9,-1.8,1.1
C/C(=N\Nc1ccc(S(=O)(=O)Nc2ccccc2)cc1[N+](=O)[O-])c1ccc(N2CCOCC2)cc1,x,2.7,-0.8,-6.3,0.0,-18.9,-2.9,3.4
c1ccc(-c2nc(-c3ccc(-c4ccon4)s3)no2)cc1,2.4,-11.9,x,-3.7,0.0,-34.9,0.8,53.4*
CCc1ccc(CN2CCC(C(=O)Nc3ccc(Oc4ccccc4)nc3)CC2)o1,9.7,-1.7,-3.2,0.8,0.0,-34.5,-1.0,-3.4
CSc1ncccc1C(=O)OCc1nc2ccsc2c(=O)[nH]1,-5.8,-3.2,-8.0,0.1,0.2,-15.7,1.7,9.9
Cc1nn(CC(=O)NCc2ccccc2)c(=O)c2cccn12,5.8,19.5,-2.5,-0.1,0.1,-3.8,-0.4,8.8
Cc1c(C2C(C#N)=C(N)OC3=C2C(=O)CCC3)cnn1C (configuration not stated),x,1.7,-1.9,-1.0,0.0,-15.9,-0.1,x
CC(C)NC(=O)N(C)C[C@H]1Oc2ccc(NC(=O)Nc3cccc4ccccc34)cc2CC(=O)N([C@@H](C)CO)C[C@H]1C,-3.3,-3.0,-1.7,-0.9,-0.2,10.4,3.0,2.0
COc1ccc(NC(=O)N(C)C[C@@H]2OCCCC[C@@H](C)Oc3ccc(NC(=O)Nc4ccc(F)cc4)cc3C(=O)N([C@H](C)CO)C[C@@H]2C)cc1,-11.7,17.8,-2.7,-4.0,0.0,5.6,-1.1,0.1
Cn1cnc(S(=O)(=O)N2C[C@H](O)COC[C@@H]3O[C@@H](CC(=O)N4CCN(c5ccccc5)CC4)CC[C@H]32)c1,2.7,3.0,0.6,6.4,-0.1,-11.4,-0.4,-0.7
CCOC(=O)c1ccc(N=C2SC(C(=O)NC)CC(=O)N2CCc2ccccc2)cc1 (configuration not stated),x,9.2,1.4,-6.3,-0.1,-18.9,1.5,x
O=C(Nc1ccc(S(=O)(=O)N2CCCC2)cc1)c1ccc([N+](=O)[O-])o1,2.1,-17.5,2.6,x,x,-2.6,x,-2.0
O=c1[nH]c(/C=C\c2cccnc2)c([N+](=O)[O-])c(=O)[nH]1,x,-2.7,2.9,-0.2,0.0,-20.6,0.2,x
O=C(/C=C/c1ccco1)NCC1COc2ccccc2O1 (configuration not stated),-10.4,-14.5,-3.4,-5.3,0.1,-8.6,-32.2,1.7
O=C(COc1coc(CN2CCCc3ccccc32)cc1=O)Nc1cccc([N+](=O)[O-])c1,8.0,7.8,4.0,2.7,0.3,-85.6,-1.9,-0.1
O=C(Cc1ccccc1)N1CC(=O)N2[C@H](CO)[C@H](c3ccc(-c4cccc(F)c4)cc3)[C@@H]2C1,x,-15.8,1.1,x,0.0,-7.9,-1.2,x
COc1ccc(S(=O)(=O)Nc2cc(SCC(=O)O)c(O)c3ccccc23)cc1,1.5,-47.6,-3.4,61.1*,0.0,-18.5,1.7,2.3
O=C(CCSCCC(=O)NN=Cc1ccccc1O)NN=Cc1ccccc1O,x,2.4,0.9,x,0.0,-0.6,0.5,33.0
CN1C(=O)c2cc(NC(=O)C3CCCCC3)ccc2OC[C@@H]2O[C@@H](CC(=O)NCc3ccccc3F)CC[C@@H]21,3.2,-3.8,-3.0,-11.1,0.0,-1.2,1.0,7.7
O=C(C[C@@H]1CC[C@H](NS(=O)(=O)c2ccc(F)cc2)[C@H](CO)O1)NCc1ccc(Cl)c(Cl)c1,-7.2,-16.1,0.5,15.2,-0.1,-2.8,-0.8,3.4

# Complete entries, looked up by structure. Order of screens: RAD54 branch	GSIS activator	ERAP1 HTS inh	ARNT TACC3 PPI	XiGFP reactiv	RAD52 anneal inh	CFTR F508del cor	esBAF inh
# Shown for `O=C(/C=C/c1ccco1)NCC1COc2ccccc2O1` (configuration not stated) → -10.4	-14.5	-3.4	-5.3	0.1	-8.6	-32.2	1.7
# Shown for `C[C@H](CO)N1C[C@H](C)[C@@H](CN(C)CC2CC2)Oc2c(NC(=O)c3cnccn3)cccc2C1=O` → 0.7	9.6	0.4	8.5	0.2	-21.1	4.4	3.7
# Shown for `CCc1cc2c(=O)c(-c3ccc(F)cc3)c(C)oc2cc1OCC(=O)O` → 2.3	10.1	-1.1	-20.1	0.0	-10.8	-3.1	3.1
# Shown for `CCc1ccc(CN2CCC(C(=O)Nc3ccc(Oc4ccccc4)nc3)CC2)o1` → 9.7	-1.7	-3.2	0.8	0.0	-34.5	-1.0	-3.4

# Going on with the list.
SMILES,RAD54 branch,GSIS activator,ERAP1 HTS inh,ARNT TACC3 PPI,XiGFP reactiv,RAD52 anneal inh,CFTR F508del cor,esBAF inh
CN(C)C(=O)CCc1ccc2c3c([nH]c2c1)[C@]1(C)[C@@H](C(=O)N2CCCCC2)C[C@H](CC(=O)NCCc2ccccn2)C(=O)N1CC3,-9.1,-3.1,6.4,0.8,-0.1,-18.7,-0.2,2.6
COc1cccc(C2CC(c3ccccc3C)n3nc(N)nc3N2)c1 (configuration not stated),-5.5,4.6,x,-1.7,0.2,-1.7,-4.5,0.8
CCC1CCCCN1C(=O)NC(=O)c1ccccc1 (configuration not stated),-0.1,20.8,-6.8,-7.0,-0.1,-7.5,5.5,4.4
Cc1ccc(NS(=O)(=O)c2ccc3c(c2)NC(=O)CC(=O)N3)cc1C,x,4.4,-1.0,-7.2,0.0,-7.2,1.5,x
CCN(CC)c1ccc(/C=N/NC(=O)c2cnccn2)c(O)c1,x,5.3,1.0,53.5*,-0.1,-43.2,19.1*,x
Cc1ccc(S(=O)(=O)N[C@H]2CC[C@H](CC(=O)NCCN3CCCCC3)O[C@H]2CO)cc1,-1.5,11.5,0.0,x,0.2,-6.3,-1.3,-2.1
C=CCNc1nc(C(=O)OCC(=O)c2ccc(C)c([N+](=O)[O-])c2)cs1,1.5,-6.7,1.2,8.4,0.1,-0.2,4.4,x
N#Cc1c(N2CCCC(O)C2)nc(N)c2c(N)nc3c(c12)CC(=O)N3C12CC3CC(CC(C3)C1)C2 (configuration not stated),3.9,-6.5,x,1.9,x,x,x,-0.6
C=CCOc1ccc(/C=C/C(=O)OCC(=O)NCC2CCCCC2)cc1,-4.8,6.1,2.4,-1.8,0.0,5.6,0.2,-2.3
COC(=O)C1=C(C)NC(=O)CC1c1ccc(F)c(Br)c1 (configuration not stated),-3.8,20.5,-7.5,6.9,x,-9.4,-0.5,-5.2
CCCN(C)C[C@H]1Oc2cc(-c3ccccc3)ccc2S(=O)(=O)N([C@H](C)CO)C[C@H]1C,-14.0,-4.4,0.3,1.0,0.1,-12.8,-0.2,-0.1
CCN(CC(=O)Nc1c(F)cccc1F)C(=O)c1cc2c(cc1Cl)N1CCCCCC1=NS2(=O)=O,x,1.4,1.4,x,0.0,-18.2,-1.2,x
CCCN(CC(=O)Nc1ccccc1C)C(=O)c1ccc(=O)n(Cc2ccccc2)n1,5.9,-10.5,-3.5,x,0.2,-14.0,-0.1,3.6
CC(=O)Nc1ccc(OC(=O)c2cccs2)cc1,-6.1,-20.9,x,-0.8,x,x,x,-1.4
O=C1CCC2(CC1)NC(=O)N(c1ccccc1)N2,x,-6.9,-2.9,20.6,0.0,-10.4,1.3,x
COCC(=O)Nc1ccc2c(c1)C(=O)N(C)C[C@@H](OC)[C@@H](C)CN(Cc1ccccc1)[C@@H](C)CO2,1.0,-3.9,0.2,10.8,0.0,0.6,-1.6,-3.9
CN(C)C(=O)c1ccc(SC(=S)NCc2ccccc2)cc1,x,5.1,7.4,x,0.1,5.9,3.5,x
COc1cccc(C(=O)Nc2ccccc2-c2ccccc2)c1,0.3,1.9,0.3,-1.5,0.0,-9.5,-1.2,-2.3
c1cnc(N2CCN(c3cnccn3)CC2)nc1,x,20.0,-1.1,-1.0,0.3,9.6,-1.4,x
O=C(C[C@H]1C[C@@H]2c3cc(NS(=O)(=O)c4ccc(F)cc4)ccc3O[C@@H]2[C@H](CO)O1)NC1CCCC1,4.0,-6.1,-1.5,-1.4,0.0,7.9,-1.1,-0.2
Cc1ccc(S(=O)(=O)N2CCCCC2)cc1NC(=O)Cn1c(=O)cnc2ccccc21,x,-11.2,2.3,-3.9,0.0,-119.4,2.7,4.8
Cc1ccccc1NC(=O)CSc1nnc(Cc2ccccc2)c(=O)n1N,0.4,-14.6,-0.4,-4.5,0.4,-5.2,5.4,-1.6
CCCCCCCCCCCCOC(=O)C[N+](C)(C)C,x,-15.1,15.1,x,0.0,50.0*,3.0,x
Clc1cccc(Cl)c1-c1noc(-c2ccno2)n1,-1.1,x,x,-5.5,0.1,-10.4,-4.1,-2.8
COc1ccc(N2CCCC2)c(NC(=O)c2ccc(Br)o2)c1,-0.8,15.9,2.9,4.3,0.4,-19.5,-0.3,x
SMILES,RAD54 branch,GSIS activator,ERAP1 HTS inh,ARNT TACC3 PPI,XiGFP reactiv,RAD52 anneal inh,CFTR F508del cor,esBAF inh
COc1ccc2[nH]c3c(=O)n(CCc4ccccc4)cnc3c2c1,x,12.1,-4.2,6.7,0.0,-2.8,-0.5,x
CCN(CC)CCCN1C(=O)C(=O)/C(=C(/O)c2c(C)nc3ccccn23)C1c1ccc(C)o1 (configuration not stated),x,8.9,x,2.5,0.1,-25.3,-2.1,x
CC(C)(C)C(=O)Nc1cccc(-c2cc(-c3c(Cl)cccc3Cl)no2)c1,0.9,-12.5,5.2,-9.1,0.0,-2.2,-0.3,x
COc1ccccc1S(=O)(=O)N[C@H]1C=C[C@@H](CC(=O)N2CCCCC2)O[C@H]1CO,-2.4,5.7,5.4,-4.4,-0.2,-1.1,-1.7,0.5
COc1ccc(-c2ccc3c(c2)c(Sc2ccccc2)c(-c2ccccc2)n3C)cc1,x,3.0,x,x,0.0,-15.4,-1.5,x
COc1ccccc1OCC(=O)NCC1CCCN(C(=O)c2ccccc2SC)C1 (configuration not stated),0.5,16.5,-0.8,-5.3,0.1,-0.3,-5.3,0.5
Fc1ccc2nc(N3CCOCC3)sc2c1,8.4,2.0,1.6,-27.6,0.1,9.3,-3.1,31.4
O=C(C[C@H]1CC[C@@H]2[C@H](COC[C@H](O)CN2C(=O)c2ccccn2)O1)NC1CCC1,-2.1,11.7,6.1,25.0,0.1,15.0,2.0,-4.4
COC(=O)CC1C(=O)NCCN1C(=O)c1ccc(Cl)cc1 (configuration not stated),1.4,3.5,-0.5,x,0.5,-4.9,-0.6,-7.2
